EPAC2 ag – EPAC2 (human) agonism. Potency, µM (doses to about 154 µM), for inactives: at the highest dose activation, most hits filed as activators. hit rate 0.079% among 360,000. EPAC2 activation, biochemical qHTS; response scale: 100% = 6.5 mM cAMP response. Q8WZA2. AID 720711; note: potency is the fitted concentration of half-maximal effect; nearly all actives have a fitted effect of over 50% in size
Target sequence (Q8WZA2 whole entry, looked up): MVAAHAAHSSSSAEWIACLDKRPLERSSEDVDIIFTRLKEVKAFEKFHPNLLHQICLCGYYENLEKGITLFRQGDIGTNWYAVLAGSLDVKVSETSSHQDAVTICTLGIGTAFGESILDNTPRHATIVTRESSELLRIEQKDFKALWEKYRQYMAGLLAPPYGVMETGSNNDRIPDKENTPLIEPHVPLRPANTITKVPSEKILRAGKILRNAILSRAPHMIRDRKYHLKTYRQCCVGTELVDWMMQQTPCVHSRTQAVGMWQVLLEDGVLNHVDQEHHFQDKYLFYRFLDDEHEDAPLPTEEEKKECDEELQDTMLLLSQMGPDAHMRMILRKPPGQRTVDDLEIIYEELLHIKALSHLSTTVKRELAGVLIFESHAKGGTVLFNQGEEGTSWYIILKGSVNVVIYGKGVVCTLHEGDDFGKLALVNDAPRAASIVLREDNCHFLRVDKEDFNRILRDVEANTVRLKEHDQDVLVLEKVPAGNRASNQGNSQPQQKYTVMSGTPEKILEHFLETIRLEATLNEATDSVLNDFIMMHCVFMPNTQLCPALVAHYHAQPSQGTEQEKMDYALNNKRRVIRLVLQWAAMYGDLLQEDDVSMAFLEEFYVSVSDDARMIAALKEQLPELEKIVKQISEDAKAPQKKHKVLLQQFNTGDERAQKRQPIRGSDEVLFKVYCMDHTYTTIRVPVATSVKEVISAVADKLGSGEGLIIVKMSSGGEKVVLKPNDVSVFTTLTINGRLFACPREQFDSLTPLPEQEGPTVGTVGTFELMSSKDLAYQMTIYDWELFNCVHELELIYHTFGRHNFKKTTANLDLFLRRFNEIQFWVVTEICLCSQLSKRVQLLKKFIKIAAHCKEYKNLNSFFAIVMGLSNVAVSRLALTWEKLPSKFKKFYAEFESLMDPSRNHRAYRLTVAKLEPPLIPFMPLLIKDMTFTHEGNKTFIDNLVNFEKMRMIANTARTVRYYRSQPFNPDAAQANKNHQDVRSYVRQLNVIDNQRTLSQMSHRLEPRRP
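Readout is BODIPY fluorescence (480 nm excitation, 540 nm emission), which falls as labeled GDP is exchanged off Rap1B. EPAC2 at 100 nM acted on 250 nM RAP1B-BODIPY-GDP with 50 uM GDP present.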
Nrf2 inh – blocks Nrf2 signaling; hit rate 2.1% among 360,000; AID 504444; Potency, µM (top dose mostly 46 µM), for the others: top-dose activity change, negative = inhibition, most hits filed as inhibitors; A549 ARE-Fluc reporter, luciferase luminescence, 18-24 h; note: potency is the fitted concentration of half-maximal effect; % is set by controls: 0 for no effect and ±100 for the full control effect; nearly all actives have a fitted effect of over 60% in size
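Quantitative HTS in A549 cells stably bearing an antioxidant response element-firefly luciferase construct. Inhibition of Nrf2-driven transcription was scored by luminescence after 18-24 h of compound exposure at 37 °C.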
TGFb inhibitor – blocks TGF-b signaling; HepG2 CAGA-GFP TGF-b/SMAD3 reporter, GFP fluorescence, 18 h; TGF-beta stimulated, 500 pg/mL final; AID 588855; hit rate 1.2% among 410,000; Potency, µM (highest dose often 46.1 µM), without a hit: at the top dose activity, negative = inhibition, most hits filed as inhibitors; note: potency is the fitted concentration of half-maximal effect; % is set by controls: 0 for no effect and ±100 for the full control effect; nearly all actives have a fitted effect of over 65% in size
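TGF-beta reporter screen: HEPG2 CAGA-GFP, 1% FBS, 500 pg/mL TGF-beta final, 18 h; per-cell GFP summed per well; curves fitted and categorized by class.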
Nrf2 ARE act – activates Nrf2 signaling | AREc32 ARE-luciferase reporter (MCF7-derived line), luminescence, 24 h | Potency, µM (titrated, usually from 46.1 µM), for the others: at the top dose activation, most hits filed as activators | hit rate 0.31% among 410,000; note: potency is the fitted concentration of half-maximal effect; % of control where 0% means no effect; nearly all actives have a fitted effect of over 65% in size
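ARE-driven firefly luciferase activity in AREc32 cells measured after a 24 hr compound exposure at 37 deg C, using Steady-Glo reagent and a 30 min room-temperature hold.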
ATXN viability – viability counter-screen for ATXN expression inhibitors; AID 651635; hit rate 0.49% among 400,000; S2 cells (HEK-293 line with an ATXN2-luciferase reporter) viability, CellTiter-Fluor protease fluorescence, 24 h; Potency, µM (series often up to 56.7 µM), usual class: cytotoxic; note: potency is the fitted concentration of half-maximal effect; nearly all actives have a fitted effect of over 40% in size
ATXN2 expr inh – inhibitors of ATXN2 expression. Potency, µM (titrated, usually from 57 µM), for the others: at the top dose activity change, negative = inhibition, usual class: inhibitors. HEK-293 ATXN2-luciferase reporter, luminescence, 24 h. hit rate 0.72% among 360,000; note: potency is the fitted concentration of half-maximal effect; % is set by controls: 0 for no effect and ±100 for the full control effect; nearly all actives have a fitted effect of over 55% in size
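ATXN2-luciferase reporter cells (luciferase flanked by upstream and downstream ATXN2 gene portions) were treated 24 h at 37 °C with compounds at up to 57 uM. SteadyGlo luminescence gave expression; GF-AFC fluorescence gave viability.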
A549 viability – A549 cytotoxicity, counter-screen for Nrf2 inhibitors. hit rate 0.16% among 390,000. A549 ARE-Fluc cells, CellTiter-Fluor viability, 18-24 h. Potency, µM (highest dose often 46 µM), without a hit: at the highest dose activity change, negative = cytotoxicity, most hits filed as inhibitors; note: potency is the fitted concentration of half-maximal effect; % is set by controls: 0 for no effect and ±100 for the full control effect
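A549 ARE_Fluc cells in 5% FBS OPTI-MEM were exposed to compounds in concentration-response for 18-24 h at 37 deg C. Viability was read by CellTiter-Fluor fluorescence (Ex 405/Em 525) after 30 min, before the luciferase read.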
HepG2 tox – HepG2 cytotoxicity, counter-screen for TGF-b inhibitors; HepG2 CAGA-GFP viability, ATP luminescence, 18 h; Potency, µM (series often up to 46.1 µM), for inactives: at the top dose activity change, negative = cytotoxicity, usual class: cytotoxic; hit rate 0.76% among 410,000; AID 588856; note: potency is the fitted concentration of half-maximal effect; some results filed as inactive show a strong effect at the top dose
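HepG2 CAGA-GFP cells (1000/well, DMEM with 1% FBS) received compound, then TGF-beta at 500 pg/mL final, and were incubated 18 hours at 37 degrees C. Viability was read by CellTiter-Glo luminescence. Media-only wells were set as complete cell-killing and DMSO as no toxicity.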
IL2 activator – IL-2 activation. IL-2 activation reporter assay, cell-based qHTS; stimulated with anti-CD3/CD4/CD28 beads; in transgenic mouse T cells. activation, % (series mostly up to about 46 µM). hit rate 0.065% among 360,000. AID 652025; in the data active = activation above about 50%; inconclusive = mostly about 30% to 49%; note: 0% is about no effect
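Unstimulated transgenic mouse T cells preincubated 60 min with compound, then stimulated with anti-CD3/anti-CD4-coated beads plus anti-CD28 for 18 h at 37 degrees C. IL-2 response read as EGFP and DsRed fluorescence by plate cytometry.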
Starred values were filed as active, the others as inactive; i = inactive; ? = inconclusive; / = not tested or not shown; & = joins results of further samples; ! = not active in a repeat; [ ] = dose if it differs, or a comment. Unless noted, calls come from the whole dose curve; as a rule, active = well fitted curve in the direction sought with a large enough effect; inconclusive = small, poorly fitted or top-dose-only effect, or another doubt; inactive = no such curve, though single readings can be large; an effect the other way counts as inactive or inconclusive.

SMILES	EPAC2 ag	Nrf2 inh	TGFb inhibitor	Nrf2 ARE act	ATXN viability	ATXN2 expr inh	A549 viability	HepG2 tox	IL2 activator
COc1ccccc1C(=O)NC(=S)Nc1ccc(NC(=O)c2ccco2)cc1	-2%	-6%	4%	0.2%	i	-28%	-1%	4%	-1.1
c1ccc(N2CCN(c3ncnc4[nH]ncc34)CC2)cc1	/	/	-10%	-1.3%	/	/	-8%	4%	/
C=CCN1C(=O)C(CC(=O)O)SC1=Nc1ccc(N=Nc2ccccc2)cc1 (stereo not drawn)	5%	?	-12%	-0.8%	i	/	-20%	-6%	1.0
COC(=O)/C(N=Nc1c(C)n(C)n(-c2ccccc2)c1=O)=C(\C)O	9%	0%	10%	0.0%	i	-5%	-11%	0%	0.3
N#Cc1ccccc1NC(=S)Nc1ccc(F)cc1	0%	0%	0%	2.6%	i	-17%	-3%	-166%	3.6
NS(=O)(=O)c1ccc(NC(=O)COC(=O)c2cn(-c3ccccc3)nc2-c2ccc(F)cc2)cc1	-5%	6%	-38%	0.0%	?	?	3%	-41%	0.5
CN(Cc1ccc(Cl)cc1)C(=O)c1[nH]c(C(F)(F)F)nc1-c1ccccc1	4%	/	-12%	3.1%	i	-6%	/	-11%	1.0
O=C(NCC1CCCO1)c1cccc(NS(=O)(=O)c2ccccc2)c1 (stereo not drawn)	2%	0%	-18%	-0.7%	?	9%	-3%	7%	0.9
COCCNC(=O)c1ccccc1NC(=O)CN(c1ccc2c(c1)OCO2)S(C)(=O)=O	9%	-10%	0%	-0.8%	i	3%	4%	-17%	0.3
S=c1[nH]cc(Oc2ccc(Cl)cc2Cl)c(=S)[nH]1	2%	0%	-17%	-0.4%	i	-11%	-8%	-11%	0.2
O=C(NCCN1CCOCC1)c1ccccc1-c1ccccc1	10%	7%	-6%	-0.3%	i	-7%	6%	-2%	-0.5
CC(C)(O)[C@@H]1CC(=O)[C@]2(C)[C@H](CC[C@@]3(C)[C@H](c4ccoc4)OC(=O)[C@H]4O[C@]432)[C@@]1(C)/C=C\C(=O)O	4%	-3%	-3%	-0.8%	i	0%	0%	3%	1.3
Cc1cc(C)cc(C(=O)NC(=S)Nc2ccc(-c3cc4ccccc4oc3=O)cc2)c1	18%	3.7µM*	2%	-2.6%	?	6.3µM*	1%	1%	27
Cc1cccc(C)c1NC(=O)CCC(=O)N1Cc2ccccc2Oc2ncccc21	/	?	3%	-0.5%	i	-11%	4%	1%	/
CCOc1ccc2nc(-c3ccccc3)[nH]c2c1	5%	31%	-12%	-0.4%	i	42%[activator]	-15%	-48%	-3.6
COc1cccc(C(=O)NC(=S)Nc2ccc3c4c(cccc24)CC3)c1	27%	?	2%	2.6%	i	27%	2%	-38%	0.6
CCc1sc(NS(C)(=O)=O)nc1-c1ccccc1	-3%	14%	?	0.1%	i	2%	2%	1%	1.1
COC(=O)c1c[nH]n2c(=O)cc(C)nc12	16%	/	32%	-0.1%	i	-4%	10%	1%	2.3
Cc1ccc(CN2C(=O)CCC2C(=O)NCCN2CCOCC2)cc1 (stereo not drawn)	-3%	11%	1%	0.4%	i	12%	0%	-1%	0.9
c1ccc(COc2ccc(-c3cc4nc(NCCN5CCOCC5)ccn4n3)cc2)cc1	9%	/	26%	0.0%	?	?	/	-43%	-0.8
CCN(CC)C(=O)CC(c1cc(OC)c(OC)c(OC)c1)c1c(OC)cc(OC)c2c(-c3ccccc3)cc(=O)oc12 (stereo not drawn)	5%	-19%&-18%	?	4.6%	?	-10%	-12%&-10%	0%&3%	-0.1
Cc1nc2ccccn2c1-c1ccnc(=S)[nH]1	1%	-14%	0%	0.2%	i	0%	-9%	-58%	0.9
Cc1ccccc1C(=O)NC(=S)Nc1ccc(N2CCOCC2)cc1	-11%	-17%	7%	0.2%	i	9%	0%	-14%	-0.9
CCn1c(/C=C/c2ccc(O)cc2)nc2ccccc2c1=O	15%	?	0%	8.7%	/	-15%	-5%	-29%	-0.5
CC1CCN(C(=O)C2CCCN(c3ncnc4c3nc3n4CCCCC3)C2)CC1 (stereo not drawn)	-7%	-12%	-9%	0.6%	?	-7%	-13%	-3%	-2.1
Next entries follow.
SMILES	EPAC2 ag	Nrf2 inh	TGFb inhibitor	Nrf2 ARE act	ATXN viability	ATXN2 expr inh	A549 viability	HepG2 tox	IL2 activator
CC1(C)C(=O)Nc2ccccc2N1C(=O)COC(=O)Cc1ccc(Cl)c(Cl)c1	18%	-1%	-5%	0.2%	/	/	0%	-2%	0.0
COc1cc(Br)c(Br)c(Br)c1N	9%	-9%	20%	-0.3%	i	-24%	-9%	10%	-3.4
Cc1ccc(CN(C(=O)COc2c(C)cccc2C)C2CCS(=O)(=O)C2)o1 (stereo not drawn)	/	9%	/	4.2%	/	/	6%	-16%	/
Cc1nc2ccccc2c(=O)n1/N=C/c1cc(Br)ccc1O	4%	12%	-14%	-0.5%	?	?	6%	-17%	-0.5
Cc1cc(OCC(=O)Nc2ccc(F)c(F)c2)nc(C(C)C)n1	5%	0%	1%	-0.2%	i	-2%	5%	-1%	-1.9
Cc1ccc(-n2c(C)nc3ccsc3c2=O)cc1	3%	17%	2%	-0.1%	?	-2%	-10%	-36%	-0.6
O=C(O)/C=C/C(=O)NCCCc1ccccc1	-1%	1%	-2%	0.0%	i	/	2%	-9%	-1.0
CCOc1ccc(N2C(=O)c3[nH]nc(-c4ccccc4)c3C2c2ccc(O)c(OC)c2)cc1 (stereo not drawn)	/	/	?	4.0%	?	?	-5%	-25%	/
Cc1ccc(/C=C/C(=O)NCCc2ccccc2)o1	11%	24%	2%	4.7%[9.22 µM]	i	46%[activator]	16%	1%	2.2
CC(C)C(=O)N1c2nc(-c3ccco3)nn2C2(CCCCC2)[C@@H]2CCCC[C@@H]21	/	25%	0%	-0.2%	/	/	4%	-15%	/
Cc1ccc(-n2ncc3c2CC(C)(C)CC3NC(=O)CCc2cccnc2)cc1 (stereo not drawn)	19%	?	0%	0.2%	i	-11%	2%	-1%	-0.9
CN(C)CCNc1nc(-c2ccccc2CO)c2sccc2n1	8%	/	4%	0.4%	i	2%	/	-1%	1.1
CCc1ccc2c(CN3CCc4cc(OC)c(OC)cc4C3)cc(=O)oc2c1	-6%	-14%	-13%	16%	/	-16%	-3%	-29%	-3.7
COc1cccc(CNC(=O)CN2CCC(c3nc4ccc(C)cc4[nH]3)CC2)c1	16%	16µM*	-4%	0.4%	i	-5%	0%	-42%	-0.3
COc1cc(SC)ccc1C(=O)Nc1ccccc1	23%	?	12%	7.7%	i	58%[activator]	-21%	-15%	-0.5
CN(C)/C=N/c1nc2nccc(-c3ccc(Cl)cc3)n2n1	1%	-23%	-16%	0.4%[9.22 µM]	i	-2%	-6%	-2%	-0.8
Cc1onc(-c2ccccc2)c1C(=O)N1CCN(C)CC1	9%	1%	-10%	-0.7%	i	-1%	0%	1%	-0.7
CCCCCN(C(=O)CCC(=O)OCC(=O)Nc1cccc(SC)c1)c1c(N)n(CCCC)c(=O)[nH]c1=O	-11%	4%	?	-0.3%	i	-9%	0%	-29%	-7.2
COc1ccc(CC/C(=N\O)C2(O)CCCCC2)cc1	8%	?	-5%	-0.2%	i	15%	0%	-2%	1.2
CCCCCCC[N+](CC)(CC)CCCCc1ccc(Cl)cc1	2%	16µM*	5%	-0.9%	?	22µM*!	-7%	-26%	-0.7
Cc1ccc(CNC(=O)Cn2cnc(S(=O)(=O)N3CCC(C)CC3)c2)o1	-3%	-7%	1%	1.5%	i	7%	2%	-1%	1.3
O=C(Cn1[nH]c(=O)c2ccccc2c1=O)OCC(=O)N1CCc2ccccc2C1	-4%	-7%	14%	-0.7%	?	3%	-6%	3%	1.2
COc1ccccc1CCC(=O)N(C)C1CCCN(Cc2ccccc2F)C1 (stereo not drawn)	10%	-23%	6%	-1.4%	i	-45%	2%	4%	-0.4
COc1ccc2cc3c(N)nn(C(=O)Cc4c[nH]c5ccccc45)c3nc2c1	16%	16µM*	?	-4.0%	?	/	-2%	-53%	-0.2

One compound at a time, from the list above.
Shown for `COc1ccccc1CCC(=O)N(C)C1CCCN(Cc2ccccc2F)C1` (stereo not drawn) : EPAC2 ag: 10%; Nrf2 inh: -23%; TGFb inhibitor: 6%; Nrf2 ARE act: -1.4%; ATXN viability: i; ATXN2 expr inh: -45%; A549 viability: 2%; HepG2 tox: 4%; IL2 activator: -0.4
Shown for `COc1cc(Br)c(Br)c(Br)c1N` : EPAC2 ag: 9%; Nrf2 inh: -9%; TGFb inhibitor: 20%; Nrf2 ARE act: -0.3%; ATXN viability: i; ATXN2 expr inh: -24%; A549 viability: -9%; HepG2 tox: 10%; IL2 activator: -3.4

Some of these compounds in order of length of the SMILES, smallest number first.
SMILES	EPAC2 ag	Nrf2 inh	TGFb inhibitor	Nrf2 ARE act	ATXN viability	ATXN2 expr inh	A549 viability	HepG2 tox	IL2 activator
COc1cc(Br)c(Br)c(Br)c1N	9%	-9%	20%	-0.3%	i	-24%	-9%	10%	-3.4
O=C(O)/C=C/C(=O)NCCCc1ccccc1	-1%	1%	-2%	0.0%	i	/	2%	-9%	-1.0
CCCCCCC[N+](CC)(CC)CCCCc1ccc(Cl)cc1	2%	16µM*	5%	-0.9%	?	22µM*!	-7%	-26%	-0.7
CC(C)C(=O)N1c2nc(-c3ccco3)nn2C2(CCCCC2)[C@@H]2CCCC[C@@H]21	/	25%	0%	-0.2%	/	/	4%	-15%	/

Bioassay records (PubChem BioAssay)
